Source: PubChem
Rev-erbA mod = modulators of Rev-erb alpha DNA binding, primary screen, biochemical, FITC-DNA, fluorescence polarization, uHTS. activity, % at 10 µM. Rev-erbα–FITC-DNA binding, 90 min. 370,000 compounds, 0.79% hits;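 active = activity above about 14%, limit read from the data; passing the limit was not always enough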;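 note: 0% = DMSO wells with 35 nM protein and 100% = DMSO wells with 750 nM protein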
ssDAF12 agonist = S. stercoralis DAF-12 nuclear receptor activators, primary screen, cell-based, luminescence, HEK293, GRIP1 co-expression, lit1-tk-luc; HEK293 ssDAF-12/GRIP1 lit1-tk-luc reporter; % of 3 µM dafachronic acid response; activation, % at 6.8 µM; 370,000 compounds, 1% hits; AID 652126, 2013;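 active = activation above the mean over all tested compounds plus 3 SD, cut at about 0.9% in these data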;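 note: 0% = DMSO-only wells and 100% = 3 µM delta7-dafachronic acid wells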
SMARCA2 act = SMARCA2 (BRM) function activators, primary screen, cell-based, luminescence, high throughput. MG213 cells, MMTV-luciferase reporter, dexamethasone, overnight. activation, % at 9.1 µM. 370,000 compounds, 1% hits. AID 652017, 2013; in the data active = activation above about 7.8%;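 note: 0% = vehicle wells and 100% = reference activator wells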
ADAM17 inh = ADAM17 inhibitors, primary screen, biochemical, QFRET; Disintegrin and metalloproteinase domain-containing protein 17 (Homo sapiens), P78536; recombinant ADAM17, EDANS/DABCYL FRET peptide cleavage; inhibition, % at 6.95 µM; 370,000 compounds, 0.83% hits; AID 720648, 2013;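 active = inhibition above the mean of compounds lying between control limits plus 3 SD, set per campaign, cut at about 8.5% in these data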;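 note: 0% = DMSO-only wells as the low control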
Target sequence (P78536 215-824 limits assumed): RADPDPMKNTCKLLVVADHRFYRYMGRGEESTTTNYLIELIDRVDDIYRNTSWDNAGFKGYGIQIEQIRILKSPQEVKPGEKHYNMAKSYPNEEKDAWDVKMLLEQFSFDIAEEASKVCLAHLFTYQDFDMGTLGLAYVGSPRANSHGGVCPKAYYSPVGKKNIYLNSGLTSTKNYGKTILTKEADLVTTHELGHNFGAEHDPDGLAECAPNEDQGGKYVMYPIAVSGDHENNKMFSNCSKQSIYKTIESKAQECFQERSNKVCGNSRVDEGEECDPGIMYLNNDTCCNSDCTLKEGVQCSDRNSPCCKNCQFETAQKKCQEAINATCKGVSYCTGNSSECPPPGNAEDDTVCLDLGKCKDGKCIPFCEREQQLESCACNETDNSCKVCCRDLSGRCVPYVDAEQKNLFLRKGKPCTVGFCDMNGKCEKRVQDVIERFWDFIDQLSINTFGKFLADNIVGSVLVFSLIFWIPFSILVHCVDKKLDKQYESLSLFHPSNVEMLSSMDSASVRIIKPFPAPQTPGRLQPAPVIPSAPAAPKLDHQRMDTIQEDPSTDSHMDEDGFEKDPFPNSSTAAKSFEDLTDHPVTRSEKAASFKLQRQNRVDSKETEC
DAX1 inh-1 = DAX1 (NR0B1) inhibitors on StAR promoter, primary screen, cell-based, luminescence, SF-1 (NR5A1), full-length DAX-1; HEK293T StAR-luciferase reporter, SF-1/DAX-1 repression relief; inhibition, % at 6.8 µM; 370,000 compounds, 1.1% hits; AID 652010, 2013;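 active = inhibition above the mean over all tested compounds plus 3 SD, cut at about 3.6% in these data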;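 note: 0% = DAX-1 cells with DMSO and 100% = cells lacking DAX-1 with DMSO; higher inhibition means more luminescence from relief of DAX-1 repression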
MBD2 DNA inh = inhibitors of MBD2 binding to methylated DNA, primary screen, biochemical, TR-FRET, DNA-binding domain, human; Methyl-CpG-binding domain protein 2 (Homo sapiens), Q9UBB5; MBD2 binding to methylated oligonucleotide; inhibition, % at 4.4 µM; 370,000 compounds, 0.31% hits; AID 686964, 2013; in the data active = inhibition above about 13%
PLCb3 inh = human PLC-beta3 inhibitors, primary screen, biochemical, fluorescence | 1-phosphatidylinositol 4,5-bisphosphate phosphodiesterase beta-3 (Homo sapiens), Q01970 | Purified PLC-beta3, fluorogenic substrate | inhibition, % at 12.2 µM | 370,000 compounds, 0.18% hits | AID 720704, 2013; in the data active = inhibition above about 11%;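 note: 0% = median of compound wells on plate and 100% = full blocker control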
hgDAF12 agonist = H. glycines DAF-12 receptor agonists, primary screen, cell-based, luminescence, HEK293, GAL4 fusion, UAS-luciferase; Nuclear hormone receptor DAF-12 (Heterodera glycines), GAL4 fusion; HEK293 GAL4-hgDAF12 UAS-luciferase reporter, agonist luminescence; normalized to butyrate control; activation, % at 6.8 µM; 370,000 compounds, 1.8% hits;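 active = activation above a cutoff set at the mean of all screened compounds plus 3 SD, cut at about 10% in these data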;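 note: 0% = DMSO wells and 100% = sodium butyrate wells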
DAX1 inh-2 = DAX1 (NR0B1) inhibitors, primary screen, cell-based, HEK293, Gal4-DAX1, luciferase luminescence | Nuclear receptor subfamily 0 group B member 1 (Homo sapiens), P51843 | HEK293 Gal4-DAX1 luciferase reporter | inhibition, % at 6.75 µM | 340,000 compounds, 0.99% hits | AID 504766, 2011;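 active = inhibition above the mean over all tested compounds plus 3 SD, cut at about 4.2% in these data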;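 note: 0% = DAX1-transfected cells with DMSO and 100% = empty-vector control cells with DMSO; inhibition shows as a rise in luminescence from relieved DAX1 repression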
Target sequence (P51843 207-470 limits assumed): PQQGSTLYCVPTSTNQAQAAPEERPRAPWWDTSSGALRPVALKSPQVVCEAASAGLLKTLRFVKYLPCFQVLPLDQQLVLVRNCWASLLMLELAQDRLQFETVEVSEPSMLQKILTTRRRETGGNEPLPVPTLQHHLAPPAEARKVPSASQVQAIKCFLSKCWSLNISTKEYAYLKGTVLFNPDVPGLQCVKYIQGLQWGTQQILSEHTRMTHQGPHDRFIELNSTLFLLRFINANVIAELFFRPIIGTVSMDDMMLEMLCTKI
PLCg1 inh = PLC-gamma1 enzyme inhibitors, primary screen, biochemical, fluorescence, purified enzyme. 370,000 compounds, 0.84% hits. 1-phosphatidylinositol 4,5-bisphosphate phosphodiesterase gamma-1 (Homo sapiens), P19174. fluorogenic substrate. inhibition, % at 12.2 µM; in the data active = inhibition above about 9.5%
hcDAF12 agonist = H. contortus DAF-12 nuclear receptor activators, primary screen, cell-based, luminescence, HEK293, lit1-tk-luc reporter | HEK293 hcDAF-12 lit1-tk-luc reporter; 0% DMSO, 100% Δ7-dafachronic acid | activation, % at 6.8 µM | 370,000 compounds, 1.4% hits;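 active = activation above the mean of all tested compounds plus 3 SD, cut at about 5.5% in these data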;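 note: 100% = response to 3 µM Δ7-dafachronic acid high control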
Numbers without * were called inactive; x = not tested or not shown; & = joins results of further samples.

nr	structure	Rev-erbA mod	ssDAF12 agonist	SMARCA2 act	ADAM17 inh	DAX1 inh-1	MBD2 DNA inh	PLCb3 inh	hgDAF12 agonist	DAX1 inh-2	PLCg1 inh	hcDAF12 agonist
1	COc1ccc(/C(O)=C2/C(=O)C(=O)N(c3ccccn3)C2c2ccc(OC)c(OC)c2)cc1 (centres undefined)	5	-1.2	0	1	0.4	-5	-9	-1.6	0.4	0	2.4
2	CCOC(=O)Cn1cc(CN2C(C(=O)OC)CN(C3CC3)CCS2(=O)=O)nn1 (centres undefined)	-1	-1.4	-5	-2	0.2	9	1	3.5	x	-2	-2.5
3	COc1cc(/C=C(\C#N)C(=O)Nc2ccccc2C(=O)O)cc(Cl)c1OC	8	-0.3	-2	-9	-1.6	8	-9	-1.4	-0.4	-5	0.6
4	O=C1CSC2(N1)C1CC3CC(C1)CC2C3 (centres undefined)	0	-1.5	-3	-2	-0.8	4	-5	-2.2	1.2	-1	-0.4
5	O=C(N[C@@H]1CCCc2c1cnn2-c1ccc(F)cc1F)c1ccccn1	-1	-2.0	x	-2	x	-2	2	-2.0	x	1	-3.9
6	CC1CC(C)CN(C(=S)SCc2nc(N)nc(Nc3ccccc3)n2)C1 (centres undefined)	3	-1.8	-4	8	0.7	0	-6	-1.8	0.3	6	-0.6
7	O=C(Nc1ncc(Cc2ccccc2Cl)s1)C1CCCO1 (centres undefined)	1	-0.2	4	-1	2.5	1	0	12*	0.0	1	1.7
8	O=C(NCCCN1CCCC1=O)c1cc(-c2ccc3c(c2)OCO3)nc2ccccc12	-1	1.0*	-1	-6	-0.4	-6	-176	-3.1	-0.3	-120	1.6
9	Oc1ccc2ccccc2c1/C=N/c1nccs1	-1	-1.0	-2	-3	-0.6	-6	0	-1.6	1.4	0	0.7
10	CC(=O)Nc1ccc(S(=O)(=O)Nc2cccn(Cc3ccc(C)cc3)c2=O)cc1	5	-1.1	-4	-3	-0.9	4	-4	-2.9	-1.1	0	-0.8
11	CC1CCC2(CC1)NC(=O)N(NC(=O)CCl)C2=O (centres undefined)	1	-0.9	-3	-3	-1.1	4	-3	1.2	-0.5	0	-0.4
12	C=CCNc1nc(C(=O)OCC(=O)Nc2c(Cl)cccc2C(F)(F)F)cs1	4	-1.0	-1	-3	-0.7	1	-4	-1.1	-1.6	-1	-1.6
13	COc1ccc(S(=O)(=O)N2CCN(C3Cc4ccccc4C3)CC2)cc1	-2	0.4	0	3	-0.5	-4	3	1.1	-0.9	0	0.5
14	CCN(CC(=O)NCc1ccc(Cl)cc1)C(=O)CCc1ccccc1	0	-0.6	-2	-4	0.0	2	-2	0.7	0.7	4	-1.8
15	CC1=CC(C)(C)NC(=S)N1c1ccccc1C	4&2	-1.0&-1.6	-1&-4	-5&-1	-1.7&-0.9	9&-4	0&-5	-3.7&-1.0	-0.3&0.0	6&3	-0.3&-0.9
16	COc1ccc(S(=O)(=O)N2CCN(Cc3cc(=O)n4ccccc4n3)CC2)cc1	-2	-0.2	-1	-27	0.6	-8	-43	-0.8	0.9	-23	-1.1
17	COC(=O)C(C#N)(CCC(=O)c1ccccc1)CCC(=O)c1ccccc1	-3	-0.4	0	-5	0.8	3	-2	1.0	x	1	0.3
18	c1ccc(C(CN2CCCCC2)Oc2ccccn2)cc1 (centres undefined)	1	-0.8	-2	-2	-0.8	-1	5	1.6	0.2	2	-1.4
19	OCC#CCSc1nnc(-c2cccc3ccccc23)o1	-3	-1.3	1	-10	0.0	7	-19	0.6	-0.1	-10	-1.7
20	NC1=C(c2ccc(F)cc2)C(=O)CS1	8	-0.6	-1	-2	0.0	2	-4	0.5	0.7	-5	-1.1
21	CN(C)C(=O)/C(=C/c1ccc(-c2cccc([N+](=O)[O-])c2)o1)NC(=O)c1ccccc1	4	-1.3	2	0	-0.8	-7	-5	-3.9	-1.9	2	-1.1
22	COc1ccc(S(=O)(=O)N2CCCN(CC(=O)Nc3ccc4c(c3)OCO4)CC2)cc1	-2	-1.6	-4	-2	-1.0	2	-23	-1.5	-0.7	1	-0.8
23	Cc1ccc(-c2ccc(=O)n(CCC(=O)NCCN3CCCCC3C)n2)cc1 (centres undefined)	1	-0.4	0	-11	0.3	-2	-5	2.3	0.1	-2	-0.1
24	C[C@H]1CCC[C@@]2(O[C@@H](CCO)C[C@@H](O)[C@@H]2O)O1	4	-1.6	0	-5	0.2	0	1	-0.4	1.0	-1	0.6
25	CCN(CC)S(=O)(=O)c1ccc(O)c(C(=O)OCC(=O)N(C)Cc2ccccc2)c1	1	-1.3	1	-24	0.2	5	-11	1.2	-0.9	-2	-0.7
26	CC(=O)c1ccc(-c2ccc(/C=C(/Sc3n[nH]c(C)n3)C(=O)O)o2)cc1	4	0.3	-2	-11	0.5	-5	-46	1.4	-1.1	-29	1.6
27	CN(C(=O)Nc1ccc(Cl)cc1Cl)[C@H]1c2cc(Br)ccc2OC[C@H]1CO	-3	-1.0	-5	15*	-0.5	0	9	-2.8	0.1	8	-2.0
28	Cc1cc(N2C(=O)C(O)=C(C(=O)c3cc4ccccc4o3)C2c2ccc(Cl)cc2)no1 (centres undefined)	7	-0.8	1	0	0.0	0	-39	1.4	0.4	-19	-0.5
29	Cn1c(CCC(=O)O)nc2cc(S(=O)(=O)N3CCCC3)ccc21	-3	-1.4	-5	0	0.3	2	7	-1.8	2.0	3	-0.1
30	CC(=O)Nc1ccc(NCCc2cccs2)cc1	-3	-1.0	-1	-4	0.4	-5	0	-1.6	x	0	-1.4
31	O=C(NCC(=O)N1CCOCC1)c1ccc(Cl)c(Cl)c1	-5	-1.1	6	-6	1.5	-2	2	4.3	1.2	-12	-0.6
32	COc1ccc(-c2nc3c(c(SCC(=O)N4CCOCC4)n2)COC(C)(C)C3)cc1	0	-1.4	7	0	-0.1	1	3	1.4	0.2	3	-0.2
33	CC1CCCC(C)N1/N=C/c1ccc(N(C)C)cc1 (centres undefined)	-5	-0.1	2	-4	-0.1	3	-8	2.8	-0.9	0	-0.7
34	NS(=O)(=O)c1cccc(NC(=O)c2cccc(Oc3ccccc3)c2)c1	-5	-1.7	-4	3	-0.5	-5	-6	-1.6	-2.6	0	-2.7
35	COc1ccc(CNC(=O)[C@H](Cc2ccccc2)NC(=O)C2CCNCC2)cc1	6	0.4	-2	0	2.1	1	-9	-0.1	1.0	-1	-1.7
36	COc1ccc(NC(=O)Cn2c(C)cc(=O)c3ccccc32)cc1	4	-2.0	-2	-3	-2.9	3	2	-4.3	-4.1	1	-4.9
37	Cc1ccc2c(c1)NC(=O)C(CC(=O)NCCCN1CCc3ccccc3C1)O2 (centres undefined)	-1	-0.1	4	-4	0.1	5	-9	-0.4	0.1	-8	3.2
38	Brc1ccc(Oc2nsnc2N2CCOCC2)cc1	4	-1.5	3	-1	0.1	0	0	1.5	-0.2	4	2.3
39	O=C(NC(=S)Nc1ccccc1)c1cccs1	0	0.7	5	-2	0.8	4	-2	15*	4.5*	2	4.1
40	CCOc1ccc(Nc2nc(CC(=O)OC)cc(=O)[nH]2)cc1	0	-1.2	-1	0	-0.3	5	-2	-0.8	-0.8	1	-0.1
41	COc1ccc(-c2nnc(SCC(N)=O)n2N)cc1	2	-1.6	-2	-4	-0.4	-3	5	1.5	-1.2	0	-2.5

From no. 23 as far as 26, copied from above:
nr	structure	Rev-erbA mod	ssDAF12 agonist	SMARCA2 act	ADAM17 inh	DAX1 inh-1	MBD2 DNA inh	PLCb3 inh	hgDAF12 agonist	DAX1 inh-2	PLCg1 inh	hcDAF12 agonist
23	Cc1ccc(-c2ccc(=O)n(CCC(=O)NCCN3CCCCC3C)n2)cc1 (centres undefined)	1	-0.4	0	-11	0.3	-2	-5	2.3	0.1	-2	-0.1
24	C[C@H]1CCC[C@@]2(O[C@@H](CCO)C[C@@H](O)[C@@H]2O)O1	4	-1.6	0	-5	0.2	0	1	-0.4	1.0	-1	0.6
25	CCN(CC)S(=O)(=O)c1ccc(O)c(C(=O)OCC(=O)N(C)Cc2ccccc2)c1	1	-1.3	1	-24	0.2	5	-11	1.2	-0.9	-2	-0.7
26	CC(=O)c1ccc(-c2ccc(/C=C(/Sc3n[nH]c(C)n3)C(=O)O)o2)cc1	4	0.3	-2	-11	0.5	-5	-46	1.4	-1.1	-29	1.6

Record cards (already shown). Values in the order: Rev-erbA mod, ssDAF12 agonist, SMARCA2 act, ADAM17 inh, DAX1 inh-1, MBD2 DNA inh, PLCb3 inh, hgDAF12 agonist, DAX1 inh-2, PLCg1 inh, hcDAF12 agonist
Listed for COc1ccc(S(=O)(=O)N2CCCN(CC(=O)Nc3ccc4c(c3)OCO4)CC2)cc1 = -2, -1.6, -4, -2, -1.0, 2, -23, -1.5, -0.7, 1, -0.8
Listed for Cn1c(CCC(=O)O)nc2cc(S(=O)(=O)N3CCCC3)ccc21 = -3, -1.4, -5, 0, 0.3, 2, 7, -1.8, 2.0, 3, -0.1
